Jurkat viability: reduces viability or proliferation of Jurkat cells; Jurkat E6.1 viability, ATP luminescence, 48 h; inhibition, % at 4 µM; hit rate 1.2% among 56,000; AID 463;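 active = inhibition above the mean inhibition of all tested compounds plus 3 SD, cut at about 28% in these data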
M1 agonist: activates the M1 muscarinic receptor; CHO-M1 cells, Fluo-4 calcium fluorescence, agonist mode; hits give high values; hit rate 3% among 64,000; B-score at 10 µM;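 active = fluorescence rise, raw or as B-score row- and column-corrected plate score, outside the 99.7% band of its plate's samples, either direction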
S1P1 ag-PAM: activates or potentiates agonism at human S1P1 receptor. S1P1 CRE-bla cells, forskolin, beta-lactamase FRET, potentiator mode; S1P1 agonist co-added at EC20, 2 nM; 100% = saturating reference agonist, 0% = basal. AID 449. hit rate 0.57% among 56,000. activation, % at 9.5 µM. P21453;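 active = activation above a cutoff set at the mean activation of all tested compounds plus 3 SD, cut at about 54% in these data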;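 note: forskolin at 4 µM as EC80 and the EC20 agonist is SEW2871; 100% = SEW2871 at its EC100 plus forskolin at EC80; some compounds past the cut are filed as inactive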
D1 allo mod: D1 dopamine receptor (human) allosteric modulation; P21728; HEK293 D1, CRE-luciferase, dopamine EC30 potentiation; actives deviate in either direction; B-score at 10 µM; hit rate 5.9% among 58,000;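 active = luminescence count or its row- and column-corrected plate score outside the 99.7% band of the plate's sample wells, on either side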
M1 antagonist: M1 muscarinic receptor (rat) antagonism; P08482; B-score at 10 µM; CHO-M1 cells, Fluo-4 calcium, ACh EC80 antagonist mode; hits give low values; hit rate 3.4% among 64,000;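 active = calcium fluorescence response, raw or row-and-column corrected B-score, differing from the plate sample mean either way at a set confidence level, mostly lower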
Target sequence (P08482 whole entry, looked up): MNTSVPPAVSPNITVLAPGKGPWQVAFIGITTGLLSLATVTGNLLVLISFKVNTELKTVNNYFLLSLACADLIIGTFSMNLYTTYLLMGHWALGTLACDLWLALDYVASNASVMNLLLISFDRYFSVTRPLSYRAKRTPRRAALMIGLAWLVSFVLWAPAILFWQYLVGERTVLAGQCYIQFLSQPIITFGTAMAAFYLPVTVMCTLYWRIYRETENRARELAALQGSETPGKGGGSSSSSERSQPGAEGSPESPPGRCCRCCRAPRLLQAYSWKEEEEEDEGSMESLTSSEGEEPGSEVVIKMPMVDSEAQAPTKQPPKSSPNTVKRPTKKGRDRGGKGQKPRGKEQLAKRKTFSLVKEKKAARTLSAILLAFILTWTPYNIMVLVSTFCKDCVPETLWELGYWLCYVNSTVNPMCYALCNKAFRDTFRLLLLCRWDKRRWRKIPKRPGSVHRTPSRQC
Ec RNAP inh: blocks E. coli RNA polymerase transcription. fluorescence transcription assay. AID 559. inhibition, %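 (tested at 10 µM)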. P0A8V2. hit rate 0.2% among 62,000; in the data active = inhibition above about 20%;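 note: 0% = enzyme without compound and 100% = no enzyme blank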
TNAP act mid DEA: activates human TNAP at intermediate phosphate acceptor concentration. P05186. 64,000 tested, under 10 active. AID 813. purified TNAP, CDP-star luminescence, 100 mM DEA, 30 min; hits give high values; scale: 0 levamisole-inhibited, 1 vehicle-only enzyme. activation factor at 20 µM;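 active = activation factor of at least 2 at 20 µM, relative to controls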
Target sequence (P05186 whole entry, looked up): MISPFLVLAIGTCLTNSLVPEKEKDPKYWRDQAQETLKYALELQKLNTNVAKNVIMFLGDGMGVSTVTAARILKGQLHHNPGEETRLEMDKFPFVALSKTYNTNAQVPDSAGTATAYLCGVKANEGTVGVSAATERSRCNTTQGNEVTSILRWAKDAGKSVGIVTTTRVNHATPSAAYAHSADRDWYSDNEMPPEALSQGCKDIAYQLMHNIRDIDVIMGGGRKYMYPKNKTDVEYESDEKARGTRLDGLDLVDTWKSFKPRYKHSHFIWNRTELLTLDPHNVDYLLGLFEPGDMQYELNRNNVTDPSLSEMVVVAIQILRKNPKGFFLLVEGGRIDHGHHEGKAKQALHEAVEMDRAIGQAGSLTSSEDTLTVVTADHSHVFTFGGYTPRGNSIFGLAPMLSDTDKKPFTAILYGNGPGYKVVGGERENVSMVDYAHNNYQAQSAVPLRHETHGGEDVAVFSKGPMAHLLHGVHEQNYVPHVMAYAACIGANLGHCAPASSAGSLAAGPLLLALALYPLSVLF
S1P3 ag: S1P3 (human) receptor agonism. S1P3 NFAT-BLA reporter cells, FRET ratio; relative to 1 µM S1P, basal subtracted. activation, % at 4.5 µM. hit rate 0.1% among 60,000. AID 373;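 active = activation above the screen-wide mean plus 3 SD, cut at about 4.5% in these data, passing the limit was not always enough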; note: some compounds called inactive have numbers as strong as hits
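material = human S1P3 NFAT-BLA reporter CHO cells | schedule = 4 h compound at 37 °C, 2 h substrate at RT | measured by = fluorescent BLA substrate, ex 405 nm, em 460/535 nm ratio | controls = 1 µM S1P reference | replication = primary once, confirmation triplicate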
HEK293 NFkB inh: inhibitors of the PMA/ionomycin-induced NF-kB reporter in HEK293 cells | HEK-293 NF-kB luciferase reporter, luminescence | inhibition, % at 3 µM | hit rate 0.21% among 62,000 | AID 465;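 active = inhibition above the mean of all tested compounds plus 3 SD, cut at about 40% in these data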;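 note: 0% = stimulated DMSO wells and 100% = 10 µM reference inhibitor 5653914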
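System – HEK-293 cells with stable firefly luciferase reporter driven by four HIV NF-kB elements · Doses – one dose, 3 µM · Schedule – 1 h compound pre-incubation, 16 h PMA/ionomycin at 37 °C · Technique – luminescence from luciferase substrate reagent · Measure – percent inhibition normalized per plate to DMSO and reference-inhibitor controls · Replicates – tested once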
Active calls of the source: *; . = not tested or not shown.

SMILES,Jurkat viability,M1 agonist,S1P1 ag-PAM,D1 allo mod,M1 antagonist,Ec RNAP inh,TNAP act mid DEA,S1P3 ag,HEK293 NFkB inh
CCn1c(SCC(=O)OC2CCCCC2)nnc1-c1ccncc1,7,0.0052,-12,-0.43,-0.19,3,0.9,-1.7,-1
O=c1c2ccccc2nc2n1CCCCN2,-4,-0.47,-13,-0.55,-0.23,7,0.9,-0.8,0
CCOC(=O)CSC1=C(C#N)C(c2ccc(OC)cc2)C2=C(CC(C)(C)CC2=O)N1 (configuration not stated),.,0.77,-7,.,0.077,4,1,-1.3,.
Cc1ccc(CN(C)C(=O)c2ccccc2Oc2ccccc2)o1,0,-0.098,10,-0.2,-0.14,4,0.9,0.0,21
Cc1ccccc1N1CCN(C(=O)CN2C(=O)c3ccccc3C2=O)CC1,3,-1.6,6,0.28,0.24,9,1,-0.5,-4
Cc1ccc(-c2noc(-c3ccccc3C(=O)N3CCN(C)CC3)n2)cc1,-3,-0.27,-12,-0.24,-0.69,8,0.9,-1.0,3
COc1cc2c(cc1OC)CN(Cc1nc3ccsc3c(=O)[nH]1)CC2,-4,1.3,7,1.3,0.26,5,1,1.7,3
O=C(NCc1ccco1)c1cc2sccc2n1Cc1ccc(F)cc1,-2,0.46,-4,-0.24,0.95,7,0.8,0.3,20
CC(=O)c1ccc(N(C)C)c2c(N(C)C)cccc12,8,0.41,4,-0.87,0.16,3,0.8,-1.1,11
COc1cccc(OC)c1C(=O)n1nc(C)cc1C,-4,0.69,-15,0.02,-0.64,4,0.9,-0.1,0
CCc1cc2c(NC(C(=O)O)C(C)C)ncnc2s1 (configuration not stated),-6,-0.47,4,-0.12,-0.95,-4,0.9,-0.3,1
O=C(CC12CC3CC(CC(C3)C1)C2)N1CCCOC1,9,-0.15,-14,0.27,-0.19,6,0.9,-0.9,8
O=C(CN1CCN(c2ccccn2)CC1)NCCc1ccccc1,-4,-0.035,0,-1.8,-0.1,8,0.9,-0.4,11
O=C(CN1C(=O)c2ccccc2S1(=O)=O)NCc1cccnc1,-2,0.73,-16,-0.42,0.41,-9,0.9,-0.1,17
COC(=O)C1CCCN1C(=O)C1CCCN1C(=O)CNC(=O)OCc1ccccc1 (configuration not stated),5,-0.2,-28,0.036,0.035,-1,1,0.7,-1
COc1ccccc1NC(=O)c1cn(C)c(=O)c2cc(OC)c(OC)cc12,0,.,-76,1.2,.,-1,0.9,0.8,0
CCn1ncc(C2=NOC(C(=O)Nc3cccc(C(C)=O)c3)C2)c1C (configuration not stated),19,0.52,3,-0.084,-0.69,8,1,-1.0,1
CN1CCc2c(sc3c2C(=O)NC(c2cn(Cc4ccccc4)c4ccccc24)N3)C1 (configuration not stated),8,-1,-23,0.97,0.0065,.,.,0.8,27
COc1cc(NC(=O)CN(C)S(=O)(=O)c2ccc(C)cc2)cc(OC)c1,1,-1,1,-0.23,1.1,3,0.9,-0.9,6
COC(=O)C1=C(C)N(C2CCCC2)C(=O)C1(NC(C)=O)C(F)(F)F (configuration not stated),-1,.,-12,0.12,.,8,1,-0.7,7
CCOc1cccc(-n2nnnc2-c2ccc(OC)cc2)c1,87*,-0.15,8,4.3*,0.25,2,0.8,-1.7,19
O=C(CSc1nc2c(c(C(F)(F)F)n1)CCc1ccccc1-2)NCc1ccco1,7,0.027,-20,0.7,0.23,1,0.9,-1.2,-4
CCc1ccc(NC(=O)NCCN2CCc3ccccc3C2)cc1,0,-0.75,-8,-0.93,-1.4,2,1,-0.3,13
O=C(NCCn1ccc2ccccc21)c1ccc(S(=O)(=O)N2CCCCC2)cc1,-4,0.31,3,0.029,0.014,0,0.9,0.4,8
Cc1cc(=O)oc2c(CN3CCCCC3)c(O)c(Cl)cc12,.,0.38,-2,-0.26,0.51,-203,0.9,-2.9,.

Carrying on:
structure	Jurkat viability	M1 agonist	S1P1 ag-PAM	D1 allo mod	M1 antagonist	Ec RNAP inh	TNAP act mid DEA	S1P3 ag	HEK293 NFkB inh
O=C(Cn1cc2c(n1)CCCCC2)NCc1ccccn1	4	1.1	-19	.	0.092	4	1	-0.5	-5
CCn1c(=O)cc(SCC(=O)NCc2ccco2)c2ccccc21	20	-0.056	2	.	0.4	3	1	-0.6	13
COc1nc(NCC(C)C)nc(Oc2ccc(OCc3ccccc3)nn2)n1	-1	0.36	.	3.2	0.23	4	0.9	0.5	-2
CC(=O)c1ccc2c(c1)Nc1ccccc1S2	6	0.0032	6	0	0.86	7	0.9	-0.1	6
CCCC(=O)Nc1ccccc1NC(C)=O	-9	-2.5	.	-0.0077	-2.4	10	0.9	0.2	8
c1ccc(-c2nnc3sc(Cc4cccs4)nn23)cc1	.	-0.34	21	.	-0.68	1	0.9	-3.1	.
CCc1c(C#N)c(N)nc(SCC(=O)OCc2ccccc2)c1C#N	1	0.02	-94	-0.0056	1.7e-05	9	0.9	0.6	4
O=C(Nc1ccc(NC(=O)C2CC2)nc1)c1ccncc1	-6	0.04	-9	0.11	0.24	6	0.9	-0.2	7
COc1nc(Nc2cccc(C(F)(F)F)c2)nc(OC)n1	.	0.82	.	2.1	0.71	3	1	.	-2
O=c1c2c3nc4ccccc4nc3n(CC3CCCO3)c2ncn1CCc1ccccc1 (configuration not stated)	-2	1.3	28	0.35	-0.68	1	0.9	0.4	7
COc1ccccc1Oc1nc2c(c(=O)n(Cc3ccccc3F)c(=O)n2C)n1C	-4	0.033	.	0.2	0	6	0.9	-0.1	19
O=C(CCN1C(=O)C2C3C=CC(C3)C2C1=O)Nc1ccc(F)cc1 (configuration not stated)	-1	-0.043	-6	-1.2	-1.5	0	0.9	-0.4	4

(more compounds)
structure	Jurkat viability	M1 agonist	S1P1 ag-PAM	D1 allo mod	M1 antagonist	Ec RNAP inh	TNAP act mid DEA	S1P3 ag	HEK293 NFkB inh
O=C(Nc1ccccc1)c1ccc(NCc2ccco2)c(S(=O)(=O)N2CCOCC2)c1	-9	-0.69	6	-2.1	-0.23	8	1	-0.2	-6
C=CC(C)Sc1nc2c(c(=O)n(C)c(=O)n2C)n1Cc1ccccc1Cl (configuration not stated)	4	0.52	7	2	-4.5*	7	0.9	-0.6	2
CS(=O)(=O)NC1CCN(Cc2ccccc2)CC1	-10	-0.72	0	-0.16	0.7	.	0.9	-1.3	12
Cc1cc(C)c2[nH]c(=O)c(CN(CC3CCCO3)S(=O)(=O)c3ccc4c(c3)OCCO4)cc2c1 (configuration not stated)	0	-0.0066	-4	-0.56	0.41	8	0.8	-0.5	14
COCCNC(C)C(=O)Nc1ccc(Br)cc1 (configuration not stated)	2	0.28	6	-0.23	1.1	.	1	-0.7	12
Nc1nncn1C(=O)c1cc(Br)ccc1Cl	-5	0.36	.	-0.44	-0.023	6	0.9	-0.3	2
Cc1cc(=O)oc2cc(OC(C)C(=O)O)c(Cl)cc12 (configuration not stated)	1	-0.037	2	1.1	1.1	.	0.9	0.0	12
OCCSc1nnc(Nc2ccccc2)s1	-3	-0.33	6	-1.5	0.43	0	0.9	0.6	-4
COc1ccc(OC)c2[nH]c(=O)c(CCNS(=O)(=O)c3ccc(Cl)cc3)cc12	-8	-1	-10	0.65	0.25	6	0.9	0.4	-3
CCOC(=O)N1CCN(c2nc(N(c3ccccc3)c3ccccc3)nc(-n3ccnc3)n2)CC1	-7	-0.16	-12	1.9	-0.22	-1	0.9	-0.3	11
COC(=O)C(NC(=O)c1ccco1)(Nc1nc(C2CC2)cs1)C(F)(F)F (configuration not stated)	10	-0.098	3	1.2	-0.023	6	0.9	-0.9	14
CC(OC(=O)c1nsc(Cl)c1Cl)C(=O)NCc1cccs1 (configuration not stated)	1	-0.014	4	4	0.94	1	0.9	0.6	9

Other compounds
structure	Jurkat viability	M1 agonist	S1P1 ag-PAM	D1 allo mod	M1 antagonist	Ec RNAP inh	TNAP act mid DEA	S1P3 ag	HEK293 NFkB inh
COc1ccc(Cl)cc1NC(=O)Cn1cccc1	3	0.6	-5	-0.61	-0.86	6	0.9	0.3	20
O=C(O)CCc1ccc(-c2cccs2)n1CCC(=O)O	.	0.79	.	-0.058	-0.6	10	1	.	1
Cc1ccc(NC2c3ncccc3C(=O)N2Cc2ccc(F)cc2)cc1 (configuration not stated)	2	-1.3	-11	7.5*	-0.27	5	0.9	0.9	9
CC(=O)Cc1nsc(NC(=O)c2csc3c2CCCC3)n1	-4	-0.11	4	-1.7	0.027	1	0.9	-0.2	2
Cc1cc(-c2ccccc2C(=O)NCc2ccccc2)on1	-2	-0.86	.	0.12	-0.076	14	0.9	0.3	1
CCOc1cc2[nH]c(=O)n(CC3CCC(C(=O)NC(C)CC)CC3)c(=O)c2cc1OCC (configuration not stated)	2	0.46	-7	0.085	1.1*	2	0.9	0.0	12
CC(C)NC(=O)N(O)C1N(Cc2ccc3c(c2)OCO3)C(=S)SC1(C)C (configuration not stated)	-4	0.0016	-13	-0.63	0.018	6	0.8	-0.3	8
CCc1cccc(NC(=O)CCc2nc(-c3cccs3)no2)c1	1	-2	-2	0.3	-0.57	8	0.8	-1.3	8
Cc1ccc(C2=Nc3ccccc3NC(C)(c3ccc(C)o3)C2)o1 (configuration not stated)	-5	0.57	-1	0.16	-0.024	-16	0.9	-0.8	12
Cc1cc(S(=O)(=O)NCc2ccc(S(N)(=O)=O)cc2)c(C)s1	-1	-0.18	-11	2	0.098	7	0.9	-0.3	5
CCOc1ccccc1Oc1c(C)oc2cc(OC(=O)N3CCOCC3)ccc2c1=O	-2	-0.25	-11	0.69	-0.037	12	0.9	0.2	0
COCc1n[nH]c(=S)n1-c1cccc2ccccc12	.	-0.79	-15	.	-0.35	6	0.9	-1.2	.
C=CCn1c(=O)/c(=C/c2ccc(Cl)cc2)s/c1=C(/C#N)c1nnc2n1CCCCC2	-3	4.3*	-7	-1.5	-0.29	4	0.8	0.4	-4
FC(F)(F)c1cccc(N2CCc3cn[nH]c32)c1	.	1.6	-2	.	-0.078	11	0.8	-2.6	.

Four structures already listed, ordered by length of the SMILES, smallest number first:
structure	Jurkat viability	M1 agonist	S1P1 ag-PAM	D1 allo mod	M1 antagonist	Ec RNAP inh	TNAP act mid DEA	S1P3 ag	HEK293 NFkB inh
O=C(O)CCc1ccc(-c2cccs2)n1CCC(=O)O	.	0.79	.	-0.058	-0.6	10	1	.	1
O=C(CC12CC3CC(CC(C3)C1)C2)N1CCCOC1	9	-0.15	-14	0.27	-0.19	6	0.9	-0.9	8
Cc1cc(=O)oc2c(CN3CCCCC3)c(O)c(Cl)cc12	.	0.38	-2	-0.26	0.51	-203	0.9	-2.9	.
O=C(NCCn1ccc2ccccc21)c1ccc(S(=O)(=O)N2CCCCC2)cc1	-4	0.31	3	0.029	0.014	0	0.9	0.4	8
